AID2073 = inhibitors of Mint1-CaV2.2 protein interaction, biochemical, HTRF (AID 2073); HTRF protein-protein interaction, Mint1-CaV2.2; higher % means a stronger effect; inhibition, % at 20 µM, or IC50 in µM where a hit was titrated; 290,000 tested, 0.19% active; in the data active means inhibition mostly above about 51%, no sharp cut-off; inconclusive means no clear call, values can overlap the other calls; inactive means mostly below about 53%; further: some results filed as inactive read as strong as hits
HIV fusion peptide = cell-free HIV fusion peptide-binding blockers – biochemical, uHTS, fluorescence dequenching, primary screen (AID 1986). cell-free peptide binding, fluorescence dequenching, 30 min; higher % means a stronger effect. one-dose inhibition, % at 20 µM; IC50 in µM for titrated hits. 290,000 tested, 0.3% active; in the data active means inhibition mostly above about 52%, no sharp cut-off; inactive means mostly below about 76%; further: some results filed as inactive read as strong as hits
GPR35 antagonists = GPR35 antagonists blocking zaprinast-driven arrestin recruitment, primary screen, imaging, U2OS, beta-arrestin-GFP, zaprinast agonist (AID 2058) | U2OS GPR35 beta-arrestin-GFP translocation imaging, zaprinast antagonism; higher % means a stronger effect | inhibition, % at 10 µM; hits with a dose series show IC50 in µM | 290,000 tested, 0.052% active;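 active means inhibition of at least 50% with at least 30 cells and total cytoplasm GFP at most 10,000,000; inconclusive means under 30 cells or total GFP of 10,000,000 plus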
Siah-1 displacement = blockers of Siah-1 interaction with plectin peptide – biochemical, fluorescence polarization, rhodamine-plectin, uHTS, primary screen (AID 1817); displacement, % at 20 µM, or IC50 in µM where a hit was titrated; 290,000 tested, 0.02% active; Siah-1 / rhodamine-plectin peptide fluorescence polarization; higher % means a stronger effect;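 active means displacement of at least 50% at 20 µM, with a fluorescence ratio check between 0.3 and a set limit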;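 further: plate controls were Siah plus tracer with DMSO for no effect and tracer alone without Siah for full effect; strong numbers were not always called active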
NS5 inhibitors = flavivirus cap methylation enzyme inhibition – biochemical, confirmation dose response, primary screen (AID 588689); Dengue-2 NS5 methyltransferase capping enzyme assay, biochemical; higher % means a stronger effect; inhibition, % at 25 µM; hits with a dose series show IC50 in µM; 340,000 tested, 0.3% active; in the data active means a potency from the dose series; inconclusive means inhibition above about 29% without an active follow-up result
GPR55 activation = GPR55 agonists via beta-arrestin recruitment, primary screen, imaging, U2OS cells, beta-arrestin-GFP redistribution (AID 1961); U2OS GPR55 beta-arrestin-GFP redistribution imaging; higher % means a stronger effect; one-dose activation, % at 10 µM; EC50 in µM for titrated hits; 290,000 tested, 0.048% active;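 active means activation above 40% with more than 50 cells counted in the well; inconclusive means wells holding fewer than 50 cells, flagged as toxic or sparse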;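 further: U2OS osteosarcoma cells stably expressing GPR55 and beta-arrestin-GFP; plate controls were DMSO negative control for no effect and LPI positive control for full effect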
UTI89 phage lysis = protection from phage-mediated lysis, alamar blue read-out – E. coli UTI89, K1F phage, bacterial capsule biogenesis inhibitors (AID 488966); E. coli UTI89 K1F phage lysis, alamar blue, 2 h; higher % means a stronger effect; one-dose inhibition, % at 100 µM; IC50 in µM for titrated hits; 340,000 tested, 0.02% active;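 active means phage lysis inhibition, versus mean bacterial control, above a set limit; inconclusive means no clear call, values can overlap the other calls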;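 further: capsule biogenesis inhibitors block K1F phage lysis so surviving cells raise fluorescence; higher fluorescence means more inhibition of phage lysis; actives were called in the ten point dose series up to 300 µM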
NTR1 ag = agonists of NTR1, primary screen, imaging, U2OS cells, beta-arrestin-GFP, high content (AID 493036); P30989; NTR1-U2OS beta-arrestin-GFP spot imaging, agonist mode; activation, % at 20 µM; 330,000 tested, 0.17% active;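 active means activation at or above 40% of the spot to cytoplasm intensity ratio, with at least 20 cells analyzed; inconclusive means wells under 20 cells, flagged as cytotoxic or low count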;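 further: 0% = DMSO without peptide and 100% = 100 nM NTR1 peptide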
Target sequence (P30989 whole entry, looked up): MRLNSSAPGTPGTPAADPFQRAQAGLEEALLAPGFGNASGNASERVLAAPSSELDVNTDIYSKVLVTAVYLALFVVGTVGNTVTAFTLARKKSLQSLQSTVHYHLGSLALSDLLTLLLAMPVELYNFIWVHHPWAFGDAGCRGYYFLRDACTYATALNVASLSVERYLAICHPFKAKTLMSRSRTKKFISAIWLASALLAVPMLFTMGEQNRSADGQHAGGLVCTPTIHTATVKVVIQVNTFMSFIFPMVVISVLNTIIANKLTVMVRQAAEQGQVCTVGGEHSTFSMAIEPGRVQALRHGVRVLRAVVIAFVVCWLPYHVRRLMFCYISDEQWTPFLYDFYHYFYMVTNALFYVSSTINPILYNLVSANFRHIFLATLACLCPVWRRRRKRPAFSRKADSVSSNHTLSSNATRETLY
GPR55 antagonists = GPR55 antagonists blocking LPI-driven arrestin recruitment, primary screen, imaging, U2OS, beta-arrestin-GFP, LPI agonist (AID 2013); inhibition, % at 10 µM; hits with a dose series show IC50 in µM; 290,000 tested, 0.13% active; U2OS GPR55 beta-arrestin-GFP translocation imaging, LPI antagonism; higher % means a stronger effect;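 active means spots per cell inhibited over 60%, with over 100 cells counted and total cytoplasm intensity under 500,000; inconclusive means wells with under 100 cells, flagged as likely toxic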;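 further: U2OS cells stably carrying GPR55 and arrestin-GFP stimulated by 5 µM LPI near EC80; imaged beta-arrestin-GFP aggregate spots per cell after agonist stimulation; plate controls were LPI-stimulated DMSO wells for no effect and DMSO wells without LPI for full effect; some results filed as inactive read as strong as hits; confirmed hits need IC50 under 10 µM and bright autofluorescent wells are also inconclusive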
NTR1 ag cell count 20 µM = also measured in NTR1 ag; calls as there; cell count; measured here: cell count, cytotoxicity flag
NS5 inhibitors pilot replicate = also measured in NS5 inhibitors; calls as there; inhibition, %; measured here: pilot screen replicate inhibition
Numbers without * were called inactive; ? = inconclusive; nt = not tested or not shown; [ ] = remark or other dose.

SMILES	AID2073	HIV fusion peptide	GPR35 antagonists	Siah-1 displacement	NS5 inhibitors	GPR55 activation	UTI89 phage lysis	NTR1 ag	NTR1 ag cell count 20 µM	GPR55 antagonists	others
Cc1ccc(OCC(=O)NCCNC(=O)c2ccc(C)nc2)cc1	8%	2.8%	12%	-3%	3%	-0.1%	-0.1%	-0.3	58	-4%
NC(=O)Cc1c[nH]c2cccc(O)c12	9%	-1.0%	-1%	-5%	-6%	-0.1%	1.4%	-1.6	108	-10%
O=C(Nc1nc(-c2ccc(F)cc2)cs1)c1cccc(N2C(=O)CCC2=O)c1	0%	1.5%	-16%	-8%	-7%	-0.2%	0.0%	1.9	64	4%
O=[N+]([O-])c1cccc(-c2nc(-c3ccncc3)no2)c1	-6%	-3.6%	18%	0%	-1%	-0.1%	1.6%	-0.8	59	-2%
Cc1ccc(C(=O)OCCn2cc(C#N)c(=O)[nH]c2=O)cc1	-2%	-1.0%	21%	-10%	7%	0.2%	-1.5%	1.7	18	13%
CC(C)=CCc1c(O)ccc(C(=O)Cc2ccccc2)c1O	24%	-2.1%	7%	5%	nt	-0.1%	-0.8%[50 µM]	12	69	-6%
O=S(=O)(NCc1nc(-c2ccccc2)no1)c1ccc(F)cc1	-4%	1.1%	4%	3%	-9%	-0.1%	0.0%	-0.5	63	58%
CC(=O)Nc1nc2c(s1)C(=O)NCC(C)(C)C2	38%	0.3%	0%	-1%	nt	-0.6%	nt	-1.1	48	-11%
CCCCN(CC)CCCNC(=O)CS(=O)(=O)Cc1nc(-c2cccc(OC)c2)oc1C	10%	2.7%	-6%	-4%	-3%	0.2%	0.3%	0.7	80	0%	NS5 inhibitors pilot replicate=-6.1
Cc1[nH]cc(Br)c(=O)c1Oc1ncc(C(F)(F)F)cc1Cl	5%	-1.9%	-19%	-2%	-6%	0.0%	0.0%	-0.5	102	-15%
COc1ccccc1Nc1n[nH]c(=S)s1	-19%	0.8%	-3%	0%	-4%	1.2%	0.2%	-0.2	65	5%
CCc1cc2c(cc3c(=O)n(CC(=O)NCCCN4CCCCCC4)nc(CC)n32)s1	2%	1.5%	1%	10%	-1%	0.7%	-2.1%	1.3	66	5%
Cc1nn(C)c(C)c1S(=O)(=O)N1CCC(C(=O)NCCC2=CCCCC2)CC1	-1%	4.5%	2%	0%	-6%	0.9%	-0.1%	-1.6	61	11%
CC(C)(C)C(=O)Nc1nnc(SCc2ccc(F)cc2)s1	-5%	1.4%	1%	-1%	-10%	0.3%	-0.1%	9.4	70	-7%
Cc1cc(C)c2nc(Cl)c(CN(Cc3ccco3)C(=O)Nc3ccccc3C)cc2c1	5%	-0.4%	4%	0%	-1%	0.3%	0.2%	2.1	49	-4%
COc1cc(Cl)c(S(=O)(=O)N2CCN(Cc3ccc4c(c3)OCO4)CC2)cc1Cl	29%	-0.7%	-14%	3%	28%	0.3%	7.3%	-2.2	63	9%
C#Cc1cccc(C(=O)NC2CCCN(C3Cc4ccccc4C3)C2)c1 (stereo unspecified)	-1%	2.3%	2%	6%	0%	0.3%	0.6%	-0.3	49	8%
O=C(c1sc2ccccc2c1Cl)N1CCN(c2ccc(F)cc2)CC1	14%	-1.1%	15%	4%	0%	-0.1%	-1.6%	2.9	94	20%
NC(=S)N/N=C\c1ccccc1OCc1ccccc1	-1%	0.4%	-9%	1%	-6%	0.0%	10%	7.3	60	19%
O=C1COc2cc(S(=O)(=O)CCC(=O)N3CCCCC3)c(Cl)cc2N1	5%	-0.6%	-6%	11%	0%	1.3%	-1.2%	-1.2	49	-1%
COc1ccc(NC(=O)CC(C(=O)O)C(C)c2ccccc2)cc1 (stereo unspecified)	2%	1.5%	-7%	0%	3%	0.2%	0.2%	-0.2	80	18%
CC1CN(C(=O)CCC(=O)NCc2ccccc2)c2cc(Cl)ccc2O1 (stereo unspecified)	22%	-2.1%	4%	-8%	-1%	-0.1%	0.4%	1.3	80	7%
CCOc1ccccc1NC(=S)Nc1ncccc1C	-3%	1.2%	10%	1%	-2%	-0.2%	0.3%[50 µM]	2.1	76	-14%
CCOC(=O)c1c(NC(=O)CN2CCCc3ccccc32)sc(C)c1C	7%	3.0%	-2%	7%	-10%	-0.3%	4.6%	11	43	-2%
Cc1nc(CNS(=O)(=O)c2cc(F)ccc2F)cs1	10%	2.5%	8%	-3%	-3%	-0.3%	-1.8%	0.7	68	2%

Among those listed so far, six have a Cl atom:
SMILES	AID2073	HIV fusion peptide	GPR35 antagonists	Siah-1 displacement	NS5 inhibitors	GPR55 activation	UTI89 phage lysis	NTR1 ag	NTR1 ag cell count 20 µM	GPR55 antagonists	others
Cc1[nH]cc(Br)c(=O)c1Oc1ncc(C(F)(F)F)cc1Cl	5%	-1.9%	-19%	-2%	-6%	0.0%	0.0%	-0.5	102	-15%
Cc1cc(C)c2nc(Cl)c(CN(Cc3ccco3)C(=O)Nc3ccccc3C)cc2c1	5%	-0.4%	4%	0%	-1%	0.3%	0.2%	2.1	49	-4%
COc1cc(Cl)c(S(=O)(=O)N2CCN(Cc3ccc4c(c3)OCO4)CC2)cc1Cl	29%	-0.7%	-14%	3%	28%	0.3%	7.3%	-2.2	63	9%
O=C(c1sc2ccccc2c1Cl)N1CCN(c2ccc(F)cc2)CC1	14%	-1.1%	15%	4%	0%	-0.1%	-1.6%	2.9	94	20%
O=C1COc2cc(S(=O)(=O)CCC(=O)N3CCCCC3)c(Cl)cc2N1	5%	-0.6%	-6%	11%	0%	1.3%	-1.2%	-1.2	49	-1%
CC1CN(C(=O)CCC(=O)NCc2ccccc2)c2cc(Cl)ccc2O1 (stereo unspecified)	22%	-2.1%	4%	-8%	-1%	-0.1%	0.4%	1.3	80	7%

(cont.)
SMILES	AID2073	HIV fusion peptide	GPR35 antagonists	Siah-1 displacement	NS5 inhibitors	GPR55 activation	UTI89 phage lysis	NTR1 ag	NTR1 ag cell count 20 µM	GPR55 antagonists	others
COC(=O)C1(Cc2ccccc2)NC(c2ccccc2C)C2C(=O)N(c3ccc4c(c3)OCO4)C(=O)C21 (stereo unspecified)	10%	-0.9%	0%	0%	-11%	-0.4%	0.2%	2.1	44	1%
C/C(=N/NS(=O)(=O)c1ccc(Cl)cc1)c1cccc(O)c1	40%	-0.7%	-7%	4%	-1%	-0.1%	5.1%	-0.8	59	9%
CCc1cc2c(SCC(=O)c3ccc(C)cc3)ncnc2s1	0%	-0.7%	-9%	2%	8%	0.3%	1.0%	5.1	55	2%
O=C(Nc1cccc(O)c1)C1CC(c2cccc(Br)c2)=NO1 (stereo unspecified)	?	0.1%	-6%	-6%	nt	-0.1%	-0.3%	0.5	58	2%
O=C1N/C(=N\N=C\c2ccco2)SC1Cc1ccc(F)cc1 (stereo unspecified)	10%	-1.9%	14%	1%	-1%	0.3%	1.7%	0.6	65	-1%
O=c1c2cn[nH]c2nc(SCc2cc(=O)n3cc(Br)ccc3n2)n1-c1ccc(Br)cc1	2%	-0.1%	-4%	3%	-6%	3.0%	-0.2%	2.9	66	30%
CCc1ccc(S(=O)(=O)/N=C2\C=C(Nc3cccc(C(=O)O)c3)C(=O)c3ccccc32)cc1	8%	42%	-19%	-1%	6%	-0.2%	-2.0%	2.2	51	-3%
COc1ccc(NC(=O)COC(=O)COc2ccc(Br)cc2)cc1	2%	-0.4%	-2%	1%	-2%	0.0%	-0.1%	-1.0	35	-1%
CCCCC1=CC2=CC(=O)C(C)(OC(=O)CC)C(=O)C2=CN1Cc1ccco1 (stereo unspecified)	17%	32%	-5%	2%	11%	-0.1%	-0.3%	2.4	94	-6%
O=C(N[C@@H](Cc1c[nH]c2ccccc12)C(=O)O)C1CCN(S(=O)(=O)c2cccs2)CC1	10%	0.1%	0%	-2%	-2%	0.0%	0.2%	0.9	107	7%
COC(=O)c1cccc(NC(=O)c2ccc(S(=O)(=O)N3CCN(C)CC3)cc2)c1	5%	-0.6%	-4%	0%	-10%	-0.2%	3.8%	0.0	84	0%
c1ccc(-c2nnc3n2CCCC3)cc1	-2%	-4.6%	18%	-2%	2%	-0.2%	0.7%	0.1	67	3%	NS5 inhibitors pilot replicate=2.9
Cc1ccn2c(NCc3ccccc3)c(-c3cccs3)nc2c1	34%	-1.0%	4%	5%	nt	0.3%	1.3%	4.7	81	6%
O=C(COC(=O)c1ccc[nH]c1=O)NC1CCCCCC1	-4%	1.2%	6%	10%	1%	-0.4%	-0.8%	0.9	54	13%
COc1ccc(NS(=O)(=O)c2cccc3cccnc23)cc1	-3%	-0.4%	-6%	-7%	0%	0.7%	1.3%	-1.4	84	1%
CCN(c1ccccc1)S(=O)(=O)c1ccc(Cl)c(C(=O)NCC2CCCO2)c1 (stereo unspecified)	-2%	-1.3%	-9%	10%	-5%	0.0%	-0.5%	0.2	50	0%
Cc1cc(C)n2nc(SCC(=O)N(C)c3ccccc3)nc2n1	-5%	2.1%	-3%	0%	-5%	-0.2%	0.0%	0.4	45	0%
O=C(CCN1CCN(CCO)CC1)Nc1ccc(OCc2ccccc2)cc1	1%	-0.2%	3%	1%	-8%	-0.2%	-0.5%	0.2	83	-6%	NS5 inhibitors pilot replicate=2.7
CC(C)(C)c1ccc(OCC(=O)NC2CCS(=O)(=O)C2)cc1 (stereo unspecified)	12%	0.3%	0%	-4%	-7%	0.0%	3.3%	-0.1	72	10%
OC(CCN1CCCC1)(c1ccccc1)C1CCCCC1 (stereo unspecified)	2%	-0.1%	-21%	0%	1%	-0.2%	3.8%	-0.6	58	12%
COc1cccc(NC(=O)C2C3CC4OC(=O)C2C4C3)c1 (stereo unspecified)	-3%	2.7%	-3%	2%	-5%	-0.1%	0.2%	0.4	61	0%
COCC(C)NC(=O)/C(=C/c1ccccc1)c1ccccc1 (stereo unspecified)	-6%	0.9%	15%	0%	-4%	0.6%	0.2%	0.3	86	7%
Cc1ccc(Cn2c(N)nc3ccccc32)cc1	-5%	1.3%	-4%	0%	10%	0.2%	-1.5%	0.8	59	15%
Cc1ccc(C2=NS(=O)(=O)N(C)C(C(=O)NCc3ccco3)=C2)cc1	5%	3.3%	2%	35%	-6%	-0.2%	-0.5%	-2.4	51	-1%

Bioassay records as filed in PubChem.
